Bioassay records (PubChem BioAssay)
12-LOX inh: Primary qHTS assay for inhibitors of human arachidonate 12S-lipoxygenase (ALOX12): Round 2; purified 12hLO, xylenol orange hydroperoxide absorbance; Potency, µM (titrated, usually from 108 µM), for inactives: at the top dose activity change, negative = inhibition, hits mostly inhibitors; hit rate 1.1% among 580,000; also: potency is read from the fitted curve at half-maximal effect; % is scaled to controls: 0 for no effect and ±100 for the full control effect
Target sequence (P18054 whole entry, looked up): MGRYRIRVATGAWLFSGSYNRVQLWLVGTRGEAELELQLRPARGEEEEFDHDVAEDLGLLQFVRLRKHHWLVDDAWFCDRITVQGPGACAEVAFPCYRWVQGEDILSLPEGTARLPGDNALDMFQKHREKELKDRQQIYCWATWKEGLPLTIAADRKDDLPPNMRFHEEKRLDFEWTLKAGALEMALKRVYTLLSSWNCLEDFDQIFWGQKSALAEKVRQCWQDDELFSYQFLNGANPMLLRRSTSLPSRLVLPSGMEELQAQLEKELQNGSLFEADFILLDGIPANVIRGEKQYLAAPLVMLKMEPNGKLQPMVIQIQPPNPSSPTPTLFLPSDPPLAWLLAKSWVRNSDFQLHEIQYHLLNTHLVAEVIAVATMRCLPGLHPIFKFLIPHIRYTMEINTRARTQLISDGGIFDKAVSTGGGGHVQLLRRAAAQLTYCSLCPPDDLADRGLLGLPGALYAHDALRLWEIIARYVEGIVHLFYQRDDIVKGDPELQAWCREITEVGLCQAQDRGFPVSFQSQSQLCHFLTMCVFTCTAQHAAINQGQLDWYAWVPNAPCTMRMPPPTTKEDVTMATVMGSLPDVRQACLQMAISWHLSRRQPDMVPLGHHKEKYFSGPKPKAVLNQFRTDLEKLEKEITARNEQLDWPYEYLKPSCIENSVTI
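Purified human 12hLO (150 nM final) in 25 mM Hepes, 0.01% Triton X-100, pH 7.0 was preincubated 15 min at room temperature with compound. Then 40 uM arachidonic acid was added, 30 min. Hydroperoxide was read by Fe-XO absorbance ratio 573/405 nm.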
Pol iota inh: qHTS for Inhibitors of Polymerase Iota; hit rate 1% among 390,000; Potency, µM (titrated, usually from 115 µM), without a hit: at the top dose activity, negative = inhibition, actives largely listed as inhibitors; AID 588590, 2011; DNA polymerase iota (Homo sapiens), Q9UNA4; Pol iota fluorescent replication assay, 10 min; also: potency is read from the fitted curve at half-maximal effect
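Pol iota at 10 nM preincubated 15 min with compounds at room temperature; reaction started with fluorescent substrate, 50 nM final. Fluorescence read kinetically at 0 and 10 min; buffer-only wells as negative control.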
BLM inh: qHTS Assay for Inhibitors of Bloom's syndrome helicase (BLM). Potency, µM (titrated, usually from 56.1 µM), without a hit: at the highest dose activity change, negative = inhibition, most hits filed as inhibitors. RecQ-like DNA helicase BLM (Homo sapiens), P54132. hit rate 0.2% among 350,000. recombinant BLM DNA unwinding, fluorescence dequenching;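 also: potency is read from the fitted curve at half-maximal effect; plate controls were vehicle for no effect and no enzyme for full effect; nearly all actives have a fitted effect of over 35% in size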
Apoferritin bind: qHTS Assay for Identification of Novel General Anesthetics; Ferritin light chain (Equus caballus), P02791; apoferritin/1-aminoanthracene competitive binding, fluorescence; Potency, µM (titrated, usually from 77.5 µM), inactives show at the highest dose activity change, negative = displacement, usual class: inhibitors; hit rate 0.074% among 350,000; AID 485281, 2010; also: potency is read from the fitted curve at half-maximal effect; % is scaled to controls: 0 for no effect and ±100 for the full control effect; nearly all actives have a fitted effect of over 20% in size
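Concentration-response curves derived by four-parameter Hill fitting of normalized fluorescence, where compounds displaced 1-AMA from 10 uM horse apoferritin following a brief 10 min room-temperature incubation; propofol titration acted as positive control.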
ERG Ets-DNA blk: qHTS for Small Molecule Inhibitors of the ERG Ets/DNA interaction; Transcriptional regulator ERG (Homo sapiens), P11308; fluorescence polarization, His-ERG Ets domain / labelled DNA; Potency, µM (top dose mostly 76.9 µM), without a hit: at the highest dose FP activity, negative = inhibition, actives largely listed as inhibitors; hit rate 0.028% among 370,000; active = well fitted inhibition curve with a large enough effect in the polarisation, with a control signal flat; inconclusive = small, poorly fitted or top-dose-only effect, or effect the other way, or a change in a side signal; inactive = no such curve, though single readings can be large or run the other way; the % refers to the polarisation;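 also: polarization taken with two DNA probes labelled with fluorescein and Texas red; potency is read from the fitted curve at half-maximal effect; % of control where 0% means no effect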
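His-tagged ERG Ets domain (1 uM in the protein solution; 300mM KCl, 50mM Tris-HCl, 1mM EDTA, 1mM DTT, pH 7.5) received compound, then a probe mix of 5 nM fluorescein-DNA and 100nM Texas-615-DNA. Fluorescence polarization was read for both dyes.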
TRHR agonist: qHTS for Small Molecule Agonists and Allosteric Enhancers of Human TRH Receptor: Primary Screen for Agonists; activation, % at 2 µM; Thyrotropin-releasing hormone receptor (Homo sapiens), P34981; TRHR cells, calcium flux fluo-8, FDSS agonist mode; hit rate 0.18% among 360,000; in the data active = activation above about 30%; also: 0% is about no effect
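Read-out: compound-evoked intracellular calcium rise in TRHR cells, fluo-8 dye, kinetic FDSS fluorescence at 1 s/cycle following a 10-cycle baseline. Cells cultured overnight before dye loading (30 min–1.5 h, RT).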
APEX1 inh: qHTS Assay for Inhibitors of the Human Apurinic/apyrimidinic Endonuclease 1 (APE1) | recombinant APE1, TAMRA/BHQ-2 abasic DNA cleavage fluorescence | DNA repair nuclease/redox regulator APEX1 (Homo sapiens), P27695 | Potency, µM (top dose mostly 65.8 µM), for inactives: at the top dose activity change, negative = inhibition, actives largely listed as inhibitors | hit rate 0.35% among 350,000 | AID 2517, 2012;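 also: potency is read from the fitted curve at half-maximal effect; plate controls were vehicle for no effect and reference inhibitor for full effect; nearly all actives have a fitted effect of over 55% in size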
Target sequence (P27695 whole entry, looked up): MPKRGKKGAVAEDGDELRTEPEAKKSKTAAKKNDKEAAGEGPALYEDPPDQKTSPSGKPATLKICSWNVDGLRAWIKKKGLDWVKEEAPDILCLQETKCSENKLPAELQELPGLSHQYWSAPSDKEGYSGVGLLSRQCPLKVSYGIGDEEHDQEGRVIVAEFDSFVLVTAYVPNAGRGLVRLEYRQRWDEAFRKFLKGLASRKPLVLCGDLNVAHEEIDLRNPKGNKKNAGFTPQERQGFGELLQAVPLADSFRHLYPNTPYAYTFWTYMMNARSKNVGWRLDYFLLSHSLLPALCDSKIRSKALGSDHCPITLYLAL
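Step 1: APE1 (0.75 nM) with compound, 15 min RT. Step 2: add 50 nM fluorophore/quencher THF duplex. Step 3: three fluorescence reads 60 s apart (525/598 nm); read 3 minus read 1 = reaction progress.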
Pol beta inh: qHTS Assay for Inhibitors of DNA Polymerase Beta | AID 485314, 2010 | Pol beta primer extension/strand displacement, fluorescence kinetic | Potency, µM (highest dose often 114 µM), for inactives: top-dose activity change, negative = inhibition, hits mostly inhibitors | hit rate 1.3% among 340,000 | P06746; also: potency is read from the fitted curve at half-maximal effect; % is scaled to controls: 0 for no effect and ±100 for the full control effect
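Pol beta (10 nM) and compounds were preincubated 15 min at room temperature, then 50 nM substrate (final) started primer extension/strand displacement. Reads were taken at 0 and 10 min; concentration-response data were fitted to a four-parameter Hill equation.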
Pol kappa inh: qHTS for Inhibitors of Polymerase Kappa | hit rate 0.53% among 400,000 | Potency, µM (series often up to 107 µM), without a hit: at the top dose activity, negative = inhibition, most hits filed as inhibitors | DNA polymerase kappa (Homo sapiens), Q9UBT6 | purified Pol kappa, fluorescent DNA synthesis assay, 10 min; also: potency is read from the fitted curve at half-maximal effect; % is scaled to controls: 0 for no effect and ±100 for the full control effect
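Pol kappa 10 nM + cpd, 15 min RT; start w/ substrate 50 nM final; fluorescence kinetic read, 0 and 10 min. Neg ctrl: buffer, no enzyme.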
The depositor's hits bear a star; ? = inconclusive; . = no result given; & = joins results of further samples; [ ] = another dose, or the depositor's remark. Unless noted, calls follow the shape of the dose curve; as a rule, active = well fitted curve in the direction sought with a large enough effect; inconclusive = small, poorly fitted or top-dose-only effect, or another doubt; inactive = no such curve, though single readings can be large; an effect the other way counts as inactive or inconclusive.

Values run as follows: 12-LOX inh, TRHR agonist, Apoferritin bind, ERG Ets-DNA blk, Pol beta inh, Pol kappa inh, Pol iota inh, APEX1 inh, BLM inh
CN1CCN(c2ncc3ncc(=O)n(Cc4ccc(F)cc4)c3n2)CC1
  -13%, ., ., ., ., 2%[60.1 µM], ., -1%, -4%
OC(COc1ccccc1F)CN1CCC(Cc2ccccc2)CC1 (centres undefined)
  0%, 1.0, -4%, -4%, -14%, 1%, -6%, 2%, -5%
COCCCNC(=O)C1CCC(=O)N1Cc1ccccc1Cl (centres undefined)
  0%, 0.0, -4%, -6%, 59%, 2%, -3%, 1%, 1%
CCCN(CCC)C(=O)CC(c1ccccc1)c1cc(Br)ccc1O (centres undefined)
  -18%, 0.1, -11%, -6%, 0%, -3%, -15%, -2%, -11%
Cc1cc(C)cc(NC(=O)CN2C(=O)c3ccccc3Sc3ccc(C(=O)N4CCCC4)cc32)c1
  -25%, -0.3, -17%, -2%, -13%, -12%[60.1 µM], 8%, ., -12%
CC(=O)c1ccc(NC(=O)CCCC(=O)c2ccccc2)cc1
  -2%, 0.1, 3%, -9%, 9%, 12%, 21%, -2%, -6%
FC(F)(F)c1cccc(CNC(=S)Nc2ccccc2)c1
  ?, 0.8, -22%, -2%, 3%, -10%, -8%, 25%, -10%
COc1ccc(N(CCOc2ccccc2)S(=O)(=O)c2ccccc2)cc1
  -8%, 1.5, ., -4%, ., -2%, ?, -7%, .
CCn1cc(S(=O)(=O)Nc2cc(C)ccc2F)cn1
  -20%, -0.6, -12%, -13%, -17%, -3%, 43%[activator], 41%, -1%
COc1ccc(-c2csc(N3CCC(c4ccccc4)CC3)n2)cc1
  5%, 0.1, -2%, -10%, 19%, -4%, ?, 2%, 1%
CC1(C)Cc2c(C#N)c(N)n(-c3ccccc3)c(=O)c2CO1
  0%, 0.3, -9%, 1%, 3%, -1%, 1%, ?, -1%
CN(C)c1nnnn1-c1ccccc1Oc1ncc(C(F)(F)F)cc1Cl
  ?, 0.4, -4%, 11%, 21%, -5%, 15%, 9%, -4%
O=C(CSc1nnc(Cc2ccccc2)n1-c1cccc(Cl)c1)NNC(=O)Cc1ccccc1
  -16%, 0.3, -19%, 2%, 16%, -15%, 7%, 10%, 1%
CN(C(=O)c1ccccc1)c1nccnc1C#N
  0%, -0.2, -2%, 9%, 30%, -8%, 136%[activator], 11%, -11%
CCOC(=O)C1C(=O)C(=O)N(C2CCCCC2)C1C(=O)OCC (centres undefined)
  ?, ., ., 2%, ., -2%, 1%, ., .
CCOC(=O)Cc1c(C)c2c(C)[nH]nc2oc1=O
  -6%, 0.0, 3%, -7%, 3%, 0%, -8%, 3%, -2%
COc1cc(C(=O)Nc2ccccc2-c2nc(-c3ccccc3)no2)cc(OC)c1OC
  -17%, 50*, -12%, -3%, -27%, -20%, ?, ., -2%
CC(=O)c1ccc(S(=O)(=O)N2CCCC(N(C)CCc3ccccc3)C2)cc1 (centres undefined)
  2%, -0.3, -16%, 1%, 28%, 2%, 11%, 4%, -3%
CCOc1cccc(C(=O)NC(=S)Nc2ccccc2)c1
  14µM*, 0.2, -12%, -7%, 3%, -13%, 11%, 11%, -14%
CCCNC(=O)C1CCN(c2cc(C)nc3c(-c4ccc(OC)c(OC)c4)c(C)nn23)CC1
  -10%, 0.2, 5%, -4%, 2%, -2%, 20%, ., -5%

New compounds follow:
Values run as follows: 12-LOX inh, TRHR agonist, Apoferritin bind, ERG Ets-DNA blk, Pol beta inh, Pol kappa inh, Pol iota inh, APEX1 inh, BLM inh
CCC(C)(C)NC(=O)CN(C(=O)c1snc(C(N)=O)c1N)c1ccc2c(c1)OCCO2
  12%, -0.9, ?, ., 1%, -7%, 23%, 0%, -2%
COc1ccc(CCNC(=O)C2COc3ccccc3C2)cc1OC (centres undefined)
  -7%, -0.4, -2%, -4%, 11%, -5%[60.1 µM], 14%, ., -1%
CCc1ccc(CNC(=O)CN2C(=O)c3cccnc3Oc3ccc(C)cc32)cc1
  ?, -1.0, ?, 5%, ?, -11%, 7%, ., -4%
CCN(CC)c1ccc(NC(=O)CCCOc2cccc(C)c2)cc1
  40µM*, -2.5, -11%, 23%, 2%, -3%, 85%[activator], 4%, -12%
O=C(NCc1ccccc1)C(=O)NCC1OCCN1S(=O)(=O)c1cccs1 (centres undefined)
  17%, -0.7, -10%, 3%, -13%, -2%, -1%, -8%, -2%
COCc1nc2sc(C)c(C)c2c(=O)[nH]1
  -12%, 0.1, -11%, 12%, 8%, -6%, -8%, 5%, -3%
O=C(Cc1ccc(Cl)cc1)NCCCn1ccnc1
  16%, -0.8, -12%, -6%, -15%, 9%, 14%, 2%, -2%
CCOc1ccc(-c2nnc(SCC(=O)NCCc3ccccc3)nc2-c2ccc(OCC)cc2)cc1
  -25%, 0.0, -12%, 0%, 0%, -2%[60.1 µM], 1%, ., -6%
COc1ccc(CCNC(=O)c2nn(C)c3c2CSc2ccccc2-3)cc1OC
  13%, 0.1, 26%, 3%, -28%, -1%, -20%, ., -15%
Cc1ccc(-c2c(C(=O)N/N=C/C3CC=CCC3)nnn2-c2nonc2N)cc1 (centres undefined)
  -6%, 0.0, -10%, -16%, 41%, -7%, ?, 4%, -1%
O=C(Nc1ccc(F)cc1)c1ccc2c(=O)n3c(nc2c1)CCCCC3
  291%&-21%[activator], 0.3&0.4, ?, 2%&-1%, -12%&1%, 7%, 17%&14%, -3%, -3%&1%
COC(=O)c1ccccc1NC(=O)c1noc2c1CCC2
  ?, 0.2, -11%, -4%, 10µM*, ?, 20µM*, ?, ?
c1ccc(-c2nnc(N3CCN(c4ccccn4)CC3)c3ccccc23)cc1
  28%, -2.4, 2%, -1%, 4%, -5%, -4%, 2%, -3%
O=C(Nc1cc(Sc2ccccn2)cc([N+](=O)[O-])c1)c1cccc(Cl)c1
  -7%, 0.1, ?, -1%, 1%, -16%, -4%, 5%, -11%
N#CC1=C(N)Oc2cc(O)c(C=Nc3ccccc3)cc2C1c1ccccc1 (centres undefined)
  ?, -0.4, -2%, -8%, 36%, -17%, -5%, 1%, -3%
CCCCNC(=O)c1onc(CSc2ccccc2CC)c1C(=O)O
  ?, 0.4, -19%, -19%, 10%, -3%, ?, 4%, -7%
O=C(OCc1ccc(F)cc1)c1cc(=O)c2ccccc2o1
  -14%, -2.9, 5%, -10%, 8%, -3%, 5%, 23%, 1%
CC(=O)OC1C[C@]2(C)C(C(C)=O)CCC2C2CCC3=CC(=O)CC[C@@]3(C)C12 (some centres undefined)
  ., ., -7%, ., ., -8%[60.1 µM], ., 2%, 7%
Cc1nc(Nc2ccc(S(N)(=O)=O)cc2)oc1C
  0%, 0.1, -6%, -3%, -14%, -10%, 3%, 4%, 2%
O=C(CCN1CCN(Cc2ccccc2)CC1)NNC(=O)Nc1cccc(C(F)(F)F)c1
  4%, 0.3, -10%, -7%, 24%, -7%, 41%[activator], 36%, -5%

Next section:
Values run as follows: 12-LOX inh, TRHR agonist, Apoferritin bind, ERG Ets-DNA blk, Pol beta inh, Pol kappa inh, Pol iota inh, APEX1 inh, BLM inh
CN(C)S(=O)(=O)c1ccc(C(=O)Nc2ccccc2C(=O)O)cc1
  0%, 0.0, -4%, 0%, 3%, -17%, -4%, -3%, -7%
CCN(c1ccc(NC(=O)COC(=O)C(C)N=C2NS(=O)(=O)c3ccccc32)cc1)C(C)C (centres undefined)
  ?, 0.0, ., -2%, ., -13%, 33%[activator], -10%, .
CC(Oc1ccccc1F)c1nnc(SCC(=O)N(c2ccccc2)C2CCS(=O)(=O)C2)o1 (centres undefined)
  29%, ., ., 9%, ., -3%, 4%, -13%, .
O=C(CSc1ncccc1C(=O)O)NC1CCCCC1
  -1%, 0.4, -6%, 9%, -4%, 19%, 0%, 6%, 0%
Cc1nn(C(C)c2nc(-c3ccccc3)no2)c(C)c1[N+](=O)[O-] (centres undefined)
  0%, -0.9, -23%, 10%, 27%, -8%, -3%, 15%, -7%
COc1ccc(/C=C/C(=O)OCC(=O)Nc2ncc(Cl)cc2Cl)cc1
  -21%, ., ., 15%, ., -8%, -22%, -7%, .
O=C(CCNS(=O)(=O)c1cccc2nonc12)NCCc1ccc(Cl)cc1
  -15%, -0.6, -13%, 0%, -19%, -1%, 22%, -4%, -1%
Cc1cc(NC(=O)Cn2cc([N+](=O)[O-])cn2)n(Cc2ccc(F)cc2)n1
  11%, -0.1, ?, 0%, 1%, 1%, 154%[activator], -3%, -4%
COc1ccccc1N1CCN(C(=O)Nc2cccc(Cl)c2)CC1
  8%, 4.4, ?, -2%, 1%, -8%, 11%, 3%, -2%

2 compounds picked at random from the list so far:
Values run as follows: 12-LOX inh, TRHR agonist, Apoferritin bind, ERG Ets-DNA blk, Pol beta inh, Pol kappa inh, Pol iota inh, APEX1 inh, BLM inh
Cc1cc(NC(=O)Cn2cc([N+](=O)[O-])cn2)n(Cc2ccc(F)cc2)n1
  11%, -0.1, ?, 0%, 1%, 1%, 154%[activator], -3%, -4%
O=C(CCNS(=O)(=O)c1cccc2nonc12)NCCc1ccc(Cl)cc1
  -15%, -0.6, -13%, 0%, -19%, -1%, 22%, -4%, -1%

A portion of the library; count on the stated rates, not on these rows.
